PP1 inh = PP1-alpha (human) inhibition in PP5 counter-screen. P62136. purified PP1alpha, OMFP fluorescence. inhibition, % at 6.7 µM. 320,000 compounds, 0.9% hits;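 active = inhibition above the mean inhibition of all tested compounds plus 3 SD, computed separately for each screening campaign, cut at about 15% in these data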
PP5 primary = inhibitors of human protein phosphatase 5 (PP5). 320,000 compounds, 0.18% hits. purified PP5c, OMFP substrate fluorescence. AID 1987. inhibition, % at 6.7 µM;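 active = inhibition above the campaign's mean inhibition across all tested compounds plus 3 SD, cut at about 9.5% in these data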;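 note: 0% = DMSO only and 100% = 100 µM cantharidin control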
TPT1 inh = C. albicans TPT1 enzyme inhibition; recombinant caTPT1, FP RNA substrate dephosphorylation; inhibition, % at 5 µM; 300,000 compounds, 0.81% hits; AID 1962;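 active = inhibition above the mean of all tested compounds plus 3 SD, set per screening campaign, cut at about 24% in these data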;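 note: plate controls were DMSO alone for no effect and ferristatin control at 100 nM for full effect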
EBNA-1 inhibitor = blocks EBNA-1 binding to DNA | EBNA-1 DNA binding, fluorescence polarization | inhibition, % at 14.8 µM | 300,000 compounds, 0.34% hits; in the data active = inhibition above about 28%
PREPL inhibitor = inhibitors of human prolyl oligopeptidase-like enzyme PREPL; inhibition, % at 5.96 µM; recombinant PREPL, fluorescence polarization activity-based probe; AID 2751; 320,000 compounds, 0.68% hits; Q4J6C6; in the data active = inhibition above about 43%;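 note: 0% = enzyme with DMSO and 100% = wells lacking enzyme; many of its hits are not listed in these tables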
Target sequence (Q4J6C6 whole entry, looked up): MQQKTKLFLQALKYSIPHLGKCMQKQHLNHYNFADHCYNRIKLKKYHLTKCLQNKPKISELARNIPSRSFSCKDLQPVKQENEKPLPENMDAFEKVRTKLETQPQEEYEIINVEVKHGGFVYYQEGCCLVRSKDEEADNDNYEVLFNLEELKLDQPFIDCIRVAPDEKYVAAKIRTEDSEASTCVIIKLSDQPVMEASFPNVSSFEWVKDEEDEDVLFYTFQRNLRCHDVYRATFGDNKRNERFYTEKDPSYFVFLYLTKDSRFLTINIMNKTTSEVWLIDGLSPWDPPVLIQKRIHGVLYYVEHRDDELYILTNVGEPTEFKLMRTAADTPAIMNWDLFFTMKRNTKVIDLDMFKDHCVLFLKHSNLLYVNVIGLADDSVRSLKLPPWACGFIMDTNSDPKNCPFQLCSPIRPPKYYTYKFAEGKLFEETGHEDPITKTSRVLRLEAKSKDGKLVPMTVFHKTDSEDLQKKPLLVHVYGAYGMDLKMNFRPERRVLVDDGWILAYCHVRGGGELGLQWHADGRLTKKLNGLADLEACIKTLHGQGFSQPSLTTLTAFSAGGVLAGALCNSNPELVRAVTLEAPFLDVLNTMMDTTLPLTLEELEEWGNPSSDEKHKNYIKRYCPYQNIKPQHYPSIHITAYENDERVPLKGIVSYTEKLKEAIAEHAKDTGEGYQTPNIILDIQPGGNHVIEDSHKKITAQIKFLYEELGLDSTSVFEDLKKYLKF
HCV core dimer = blocks dimerization of HCV core protein; TR-FRET GST/Flag-core106 dimerization, 1536-well; inhibition, % at 5 µM; 300,000 compounds, 0.33% hits;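 active = inhibition above the mean of all tested compounds plus 3 SD, set per screening campaign, cut at about 45% in these data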
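Assay system – GST-tagged and Flag-tagged HCV core protein residues 1-106 · Quantity – core106 proteins, GST 13.5 nM and Flag 17 nM · Benchmarks – unlabelled core106 and no-GST-core106 wells · Read-out basis – percent inhibition of core106 dimerization signal · Detection – time-resolved FRET, ex 340 nm, em 617 and 671 nm · Schedule – 4 h at 22.5 °C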
ZTA DNA inh = blocks Epstein-Barr virus ZTA, an EBNA-1 counter-screen; ZTA-DNA binding, fluorescence polarization; 320,000 compounds, 0.15% hits; AID 2234; inhibition, % at 11 µM; in the data active = inhibition above about 33%
Target sequence (P03206 whole entry, looked up): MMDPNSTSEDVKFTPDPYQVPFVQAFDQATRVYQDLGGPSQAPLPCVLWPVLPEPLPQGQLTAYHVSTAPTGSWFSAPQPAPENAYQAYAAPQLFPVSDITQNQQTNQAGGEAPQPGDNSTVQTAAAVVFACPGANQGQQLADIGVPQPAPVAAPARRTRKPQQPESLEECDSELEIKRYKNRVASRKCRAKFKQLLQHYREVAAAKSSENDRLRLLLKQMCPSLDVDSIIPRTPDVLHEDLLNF
Efflux pump mplx = inhibitors of Candida antifungal efflux pumps expressed in yeast. S. cerevisiae Candida pump triplex, Nile Red efflux. inhibition, % at 10 µM. 330,000 compounds, 0.44% hits. AID 485275;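 active = plate passing quality check with inhibition over a set limit, or well fluorescence over plate mean plus 4 SD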;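 note: Nile Red retained in pooled yeast measured as flow cytometry median fluorescence; 0% = buffer negative control and 100% = Enniatin B positive control; higher means more Nile Red kept so more efflux inhibition; some compounds called inactive have numbers as strong as hits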
CTSL1 counter = blocks F. hepatica cathepsin L1 in PFM18AAP counter-screen | 300,000 compounds, 0.49% hits | inhibition, % at 5.96 µM | recombinant F. hepatica cathepsin L1, Z-Leu-Arg-MCA fluorescence | AID 1906;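 active = inhibition above the mean of all tested compounds plus 3 SD, set per screening campaign, cut at about 17% in these data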;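 note: 0% = plate median of test compound wells and 100% = 1 µM Z-Phe-Ala-diazomethylketone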
Numbers without * were called inactive; x = not tested or not shown.

SMILES	PP1 inh	PP5 primary	TPT1 inh	EBNA-1 inhibitor	PREPL inhibitor	HCV core dimer	ZTA DNA inh	Efflux pump mplx	CTSL1 counter
COCCNC(=O)c1ccc2c3n(nc2c1)-c1ccccc1CO3	-1	1.4	-3	6	-3	-8	-11	0.0	2
O=C(N/N=C1\CCc2ccccc21)c1ccc(O)cc1	0	0.0	-2	11	24	2	11	-0.1	6
Cc1cc(N2CCOCC2)nc2ccccc12	-1	-0.4	-3	-8	24	-3	-19	-0.1	2
CCOc1ccc(S(=O)(=O)c2c(C(=O)c3ccccc3)cnc3cc4c(cc23)OCCO4)cc1	0	0.3	-1	2	6	-8	-5	-0.3	-2
O=C(NCc1ccco1)c1cc(-c2ccncc2)nc2ccccc12	0	-2.7	1	5	2	-1	15	0.0	4
N#Cc1cc(-c2ccccc2)cnc1Sc1ccc(Cl)cc1	-2	-0.3	-2	3	-10	21	9	0.0	1
CCCCn1c(N)c(N(CCOC)C(=O)CSc2n[nH]c(-c3ccc(C)cc3)n2)c(=O)[nH]c1=O	-3	-1.5	-1	5	4	-1	2	0.1	4
Cc1ccc(C2(C)NC(=O)N(CC(=O)Nc3ccccc3N3CCCCC3)C2=O)cc1 (centres undefined)	-1	2.9	-1	-1	15	4	3	0.1	0
COc1ccc(COC(=O)C2=C(C)NC(=O)NC2c2ccccc2OC(C)C)cc1 (centres undefined)	-3	2.7	2	3	-39	0	-3	-0.1	1
COc1ccccc1OCC(=O)Nc1ccncc1	-4	0.0	-5	13	0	1	-4	0.0	0
COc1cccc(NC(=O)c2ccc(C(=O)c3ccccc3)o2)c1	-3	0.1	1	-16	0	-1	9	0.3	3
NS(=O)(=O)c1ccc(CNC(=O)c2cc(-c3cccnc3)nc3ccccc23)cc1	0	-0.4	1	8	9	-5	-13	0.8	-1
COc1cc(CNC2CCCCCC2)cc(OC)c1OC	2	-0.1	-1	-2	4	-1	-7	-0.1	-2
CC(OC(=O)c1cccc(Cl)c1)C(=O)NC1CCCCC1C (centres undefined)	-6	2.6	0	1	5	2	3	-0.1	-6
O=C(Cn1c(=O)cnc2ccccc21)NNC(=O)c1ccc(Cl)cc1	-7	3.4	x	x	-2	x	11	0.1	x
O=C(Nc1cc(Cl)ccc1Cl)C1CCCO1 (centres undefined)	0	-2.0	2	2	9	10	-1	0.0	3
O=C(Nc1ccccc1C(=O)N/N=C/c1ccco1)c1ccc(Cl)cc1	-2	1.3	23	10	-12	12	-5	0.0	2
COc1cc(OC)cc(-c2n[nH]c(=S)n2-c2cc(OC)ccc2OC)c1	-1	1.0	-1	-10	1	-4	-16	0.1	-10
CC(C)CNC(=O)CSc1nnc(-c2cccc(S(=O)(=O)N3CCCCC3)c2)o1	-4	-1.1	0	6	8	3	16	-0.1	0
O=C(O)Cc1ccc(NC(=S)Nc2ccc(Br)cc2Cl)cc1	-2	1.0	2	-9	9	7	-9	0.1	-6
COc1ccc(/C=N/Nc2nc(-c3ccc(C)cc3)c(C#N)c(=O)[nH]2)cc1	1	-0.6	3	24	6	12	12	0.0	10
Cn1cc(/C=N/NC(=O)c2ccccc2O)c2ccccc21	-1	-0.9	3	3	4	7	5	0.0	2
CCN(CC)S(=O)(=O)c1cccc(-c2csc(C)n2)c1	2	1.1	1	6	-2	3	-6	-0.1	-4
COc1ccc(CNC(=O)C2CCN(S(=O)(=O)N3CCCC3)CC2)c(OC)c1	-1	-0.7	-1	-2	18	-14	-3	-0.1	3
C=CCOc1ccc(C2NC(=O)c3ccccc3O2)cc1 (centres undefined)	1	1.9	0	2	-4	9	-2	-0.1	-1
CSCCC(NC(=O)OC(C)(C)C)C(=O)Oc1ccc2c(=O)c(-c3ccc4c(c3)OCCO4)coc2c1 (centres undefined)	-1	3.8	-4	1	0	-8	-1	0.2	1
CNc1nc(-c2ccc3c(c2)CCN3C(=O)c2cccc(F)c2)cs1	-2	1.8	-2	-3	13	-3	-13	0.3	-1
CCOc1ccc(C(=O)N/N=C/c2ccccc2[N+](=O)[O-])cc1	4	5.3	-7	8	17	-11	-23	-0.1	6
COc1ccc(CCNC(=O)c2cc(S(=O)(=O)N3CCC4(CC3)OCCO4)ccc2F)cc1OC	0	0.6	0	-1	1	-3	-9	0.1	0
CCN(CC)C(=O)c1cn(CCC#N)nc1-c1ccc2c(c1)OCCO2	0	-1.3	3	-12	9	1	-15	0.2	-4
CC(C)Cc1nnc(NC(=O)CCS(=O)(=O)c2ccc(Cl)cc2)s1	-4	-1.3	0	8	4	-1	-4	0.0	-1
O=C(NCCN1CCCCCC1)C1CC(=O)N(CCc2ccccc2)C1 (centres undefined)	-2	2.5	2	-9	15	-6	-25	-0.1	-2
CN(C)S(=O)(=O)c1cccc(NC(=S)NCCc2ccccn2)c1	-3	-0.4	1	2	6	2	3	-0.2	-1
COc1ccccc1OCC(=O)OCC(=O)Nc1ncc(Cl)cc1Cl	2	3.6	0	-7	0	2	-3	0.2	-12
COc1ccc(Nc2cc(C)nc3c(C)cccc23)cc1OC	-12	-7.3	2	-13	9	-8	-23	0.0	12
CC(=O)CSc1nc2cc3c(cc2cc1C#N)OCCO3	-4	0.0	-5	-5	8	-22	-14	0.0	2
Cc1cccc2cc3c(N)c(C(=O)Nc4ccc(N5CCOCC5)cc4)sc3nc12	-2	4.9	19	-3	28	-24	-3	0.0	1
Cc1nnc(NC(=O)C2=COCCO2)s1	-1	-0.4	-1	-1	-3	1	5	0.0	5
O=c1c[n+]([O-])c2ccccc2n1OCc1ccccn1	-3	2.1	26*	3	10	-3	-2	0.0	4
COC(=O)C1=C(O)/C(=C\c2cc(C)n(-c3ccccc3C)c2C)N=C1C	-3	1.9	2	-1	15	18	-19	0.1	-5

Filtered by structure, the entries above with fluorine
SMILES	PP1 inh	PP5 primary	TPT1 inh	EBNA-1 inhibitor	PREPL inhibitor	HCV core dimer	ZTA DNA inh	Efflux pump mplx	CTSL1 counter
CNc1nc(-c2ccc3c(c2)CCN3C(=O)c2cccc(F)c2)cs1	-2	1.8	-2	-3	13	-3	-13	0.3	-1
COc1ccc(CCNC(=O)c2cc(S(=O)(=O)N3CCC4(CC3)OCCO4)ccc2F)cc1OC	0	0.6	0	-1	1	-3	-9	0.1	0

The list continues.
SMILES	PP1 inh	PP5 primary	TPT1 inh	EBNA-1 inhibitor	PREPL inhibitor	HCV core dimer	ZTA DNA inh	Efflux pump mplx	CTSL1 counter
CCOc1ccccc1C(C(=O)NCCOC)N(CCOC)C(=O)Cn1nnc2ccccc21 (centres undefined)	3	2.0	-6	2	0	-3	14	0.1	-1
C/C(=N/Nc1ccnc2cc(Cl)ccc12)c1ccc(O)cc1	8	3.4	4	10	40	2	1	-0.2	-1
O=C(CCn1cnnn1)N1CCCC(Nc2ccc(F)c(F)c2)C1 (centres undefined)	-8	0.3	-9	-4	13	3	-17	0.2	5
CCN(CC)S(=O)(=O)c1ccc2c(c1)c(C(=O)O)cn2C	0	1.9	-2	14	9	-11	3	0.0	0
Cc1cc2nn(-c3cccc4ccccc34)nc2cc1NC(=O)c1cccs1	5	0.4	-7	2	17	1	13	-0.1	3
O=S(=O)(c1ccc(-c2csc(=Nc3ccccc3)n2CCCN2CCOCC2)cc1)N1CCOCC1	1	1.5	2	-4	44*	-16	-2	0.3	3
COc1ccccc1-c1nnn(CC#N)n1	-2	1.4	5	-5	8	-6	-23	-0.1	-3
Cc1ccc(C)c(NC(=S)c2ccccn2)c1	-3	2.6	1	1	-7	-5	12	0.0	-2
O=C(c1cnn2c(C(F)F)cc(-c3ccccc3)nc12)N1CCOCC1	-4	-1.6	1	9	61*	-2	5	0.0	-1
CCc1ccc(-c2cc3c(=O)n(CC(=O)NCc4ccccc4F)ncn3n2)cc1	-5	-1.1	-1	8	3	7	22	0.1	1
COc1ccc(CCNC(=O)Cn2c(=O)n(CC3CCCO3)c(=O)c3cc(OC)c(OC)cc32)cc1OC (centres undefined)	0	0.6	0	-4	5	0	-9	-0.1	-1
O=C(CSc1nc2nn(-c3ccccc3)c(=O)c-2c2n1CCCCC2)Nc1ccc(F)cc1F	-6	-2.4	x	x	20	x	8	-0.1	x
Nc1[nH]n2c(=O)cc(-c3ccccc3)nc2c1N=Nc1ccc2c(c1)OCO2	3	-0.7	1	-4	5	-6	10	0.1	1
C=CCn1c(=O)c2c3c(sc2n2c(Nc4ccc(C(=O)OCC)cc4)nnc12)CCCC3	3	-0.2	0	-5	-4	14	3	0.0	3
COCCN(CC(=O)Nc1ccccc1)S(=O)(=O)c1ccc(S(=O)(=O)N2CCCC2)cc1	-1	2.5	1	-6	5	5	-14	0.1	4
S=C(NCCc1ccccn1)NC1CC2CCC1C2 (centres undefined)	-6	0.0	-4	4	3	-1	3	-0.1	-5
Cc1ccc(CNS(=O)(=O)c2cn(C)c(=O)n(C)c2=O)cc1	-5	-2.9	-3	10	-4	3	10	-0.1	0
Cc1ccc2cc(CCNC(=O)c3ccc(C)c([N+](=O)[O-])c3)c(=O)[nH]c2c1	0	1.3	-2	1	-32	-1	-7	0.0	-2
Cc1cc(C)c(NC(=O)CSc2nc3ncc(Br)cc3[nH]2)c(C)c1	3	1.6	-2	-9	2	5	7	0.0	2
O=S(=O)(NCc1ccccc1)c1cccs1	-4	4.2	2	9	1	5	4	0.1	5
Cc1oc2c(c1C(=O)NCc1cccnc1)C(=O)c1ccccc1C2=O	1	-0.7	-4	5	19	32	14	-0.1	31*
COC(=O)C(Cc1ccccc1)NC(=O)C(CC(C)C)NC(=O)OC(C)(C)C (centres undefined)	-4	-1.4	-1	-3	1	-6	11	0.1	11
CCc1ccc(CN(C)C(=O)c2cc(COc3ccc(-n4cncn4)cc3)on2)cc1	6	3.0	-2	7	-3	9	15	0.0	4
Cc1ccccc1-c1cc(C(=O)Nc2sc(C)c(C)c2C(N)=O)c2ccccc2n1	3	3.2	3	12	9	44	15	0.0	1
O=C(Nc1cccc(F)c1)C1CCCN1C(=O)OCc1ccccc1 (centres undefined)	-3	-0.6	-2	8	2	-3	-5	-0.3	4
CCN(CC)c1ccc(/C=N/OC(C)C(=O)Nc2ccc(C)cc2)cc1 (centres undefined)	0	5.5	4	-10	14	1	-8	0.1	9
COc1ccc(OC)c(NS(=O)(=O)c2ccc(Cl)nc2)c1	0	3.5	-1	0	4	-4	-18	-0.3	3
CC(NC(=O)c1ccc2ccccc2n1)c1ccccc1 (centres undefined)	-2	1.9	-1	-12	0	4	-4	0.1	0
CC(=O)Oc1ccc2nc(-c3ccco3)oc(=O)c2c1	-6	2.6	-3	1	-1	19	5	-0.1	-18
O=C(Nc1ncnc2sc3c(c12)CCCCC3)c1ccccc1	1	1.4	0	5	-17	-4	6	-0.1	1
COc1ccc(NC(=O)NNc2cc(N3CCOCC3)nc(N3CCOCC3)n2)cc1	1	-2.9	3	-20	14	0	-2	0.3	1
CCSc1nc(N2CCCCC2)c2c(c1C#N)CCCC2	-2	2.3	2	4	-8	8	-4	-0.1	0
COc1cc(C=O)ccc1OC(=O)c1cccnc1	1	-1.1	-2	2	1	-8	4	0.0	4
CC#CCN1c2ccccc2[C@]23C[C@@H](C(=O)OC)N=C2NC(C(=O)OC)=C(C(=O)OC)[C@H]13	-1	0.5	-2	7	10	-6	1	-0.1	0
Cc1nnc(OC(C)C)c2nn(-c3ccccc3F)c(C)c12	-6	1.5	15	-18	18	3	5	0.1	-2

Screening results (PubChem)

This is a subset; the hit share may differ from the screen's.
